# Bioassay records as filed in PubChem BioAssay.
# PHOSPHO1 block: PubChem AID 1565 | inhibition, % at 13.3 µM | 1.1% of 290,000 active | recombinant PHOSPHO1, absorbance phosphatase assay; in the data active = inhibition above about 60%
# Target sequence (Q8TCT1 whole entry, looked up): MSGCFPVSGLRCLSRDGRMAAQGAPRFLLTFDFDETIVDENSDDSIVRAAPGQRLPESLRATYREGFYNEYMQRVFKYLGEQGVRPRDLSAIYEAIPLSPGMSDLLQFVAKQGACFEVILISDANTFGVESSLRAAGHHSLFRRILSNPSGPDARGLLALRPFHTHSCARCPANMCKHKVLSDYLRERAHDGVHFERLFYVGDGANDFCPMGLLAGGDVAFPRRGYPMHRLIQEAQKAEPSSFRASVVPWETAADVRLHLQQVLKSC
# MEKK3 PB1 HTS: modulators of MEKK3-MEK5 PB1 binding, primary screen, biochemical, wildtype MEKK3, multiplex bead flow cytometry, Alexa488-MEK5; bead-based flow cytometry, Alexa488-MEK5 binding to MEKK3; actives lie on both sides; 0 = blocked by unlabeled MEK5, 100 = vehicle; binding response (% of control), % at 10 µM; 1.4% of 290,000 active; AID 1529, 2009;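 active = binding response more than 3 SD above or below the average of its plate-row segment, actives on both sides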;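 note: Alexa488 bead fluorescence after subtracting the streptavidin-only scavenger bead signal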
# Target sequence (Q99759 whole entry, looked up): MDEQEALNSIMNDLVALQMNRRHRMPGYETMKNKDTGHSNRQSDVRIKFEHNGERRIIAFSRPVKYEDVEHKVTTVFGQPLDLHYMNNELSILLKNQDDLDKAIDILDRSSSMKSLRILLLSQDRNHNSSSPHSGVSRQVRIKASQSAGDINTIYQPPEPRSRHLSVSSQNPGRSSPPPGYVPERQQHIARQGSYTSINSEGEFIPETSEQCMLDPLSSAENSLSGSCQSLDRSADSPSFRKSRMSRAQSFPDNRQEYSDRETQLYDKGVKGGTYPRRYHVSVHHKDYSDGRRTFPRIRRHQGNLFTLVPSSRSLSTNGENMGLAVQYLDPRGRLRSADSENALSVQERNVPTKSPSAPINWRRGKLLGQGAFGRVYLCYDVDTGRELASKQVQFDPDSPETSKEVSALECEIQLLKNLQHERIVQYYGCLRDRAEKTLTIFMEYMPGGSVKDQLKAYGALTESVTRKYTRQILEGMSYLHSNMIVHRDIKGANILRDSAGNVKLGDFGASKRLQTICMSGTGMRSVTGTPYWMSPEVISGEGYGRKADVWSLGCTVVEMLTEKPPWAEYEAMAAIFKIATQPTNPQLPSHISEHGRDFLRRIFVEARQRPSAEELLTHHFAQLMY
# IMP-1 inh: IMP-1 metallo-beta-lactamase inhibitors, primary screen, biochemical, epi-absorbance readout, Pseudomonas aeruginosa enzyme | metallo-beta-lactamase IMP-1 (Pseudomonas aeruginosa) | 0.45% of 290,000 active | inhibition, % at 5.6 µM | AID 1556, 2009 | purified IMP-1, nitrocefin hydrolysis, epi-absorbance fluorescence;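 active = inhibition above the mean plus 3 SD of all compounds in the same screening run, cut at about 4.5% in these data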;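 note: 0% = IMP-1 with DMSO and 100% = DMSO wells lacking enzyme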
#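 System – purified recombinant IMP-1 beta-lactamase · Input – IMP-1 dispensed at 0.2 nM · Timing – 15 min preincubation plus 25 min reaction at 25 °C · Signal – Epi-absorbance fluorescence, 480 nm excitation, 530 nm emission · Measure – percent IMP-1 inhibition derived from blank-referenced optical density · Controls – Enzyme-plus-DMSO low control, enzyme-free DMSO high control · Replication – singlicate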
# pCIP destab: p/CIP-EGFP fusion destabilizers, primary screen, fluorescence, F442A cells; 16 h; decrease of EGFP signal, % at 10 µM; 0.01% of 290,000 active; AID 1984, 2009;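 active = EGFP signal decrease of at least 30% at 10 µM or well 3 SD below plate mean, unless failing retest; inactive = the rest, including hits failing retest or dose response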; note: some compounds called inactive have numbers as strong as hits; many of its hits are not listed in these tables
# FID counter: compounds displacing fluorescent DNA intercalator, primary screen, artefact control for HCV NS3 helicase inhibitor project, biochemical, FID fluorescence | DNA fluorescent intercalator displacement | 0.17% of 290,000 active | AID 1845, 2009 | inhibition, % at 7.9 µM; in the data active = inhibition above about 37%;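 note: 0% = vehicle and 100% = reference compound; higher means more ethidium bromide displaced from hairpin DNA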
# HCV NS3 hel inh: inhibitors of HCV NS3 helicase, primary screen, biochemical, Cy5 molecular beacon fluorescence | Hepatitis C virus NS3 helicase | NS3 helicase DNA unwinding | inhibition, % at 10.9 µM | 0.56% of 290,000 active;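 active = inhibition above the mean of all tested compounds plus 3 SD, set per campaign, cut at about 35% in these data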;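 note: 0% = DMSO wells and 100% = thioflavine S control wells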
#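 assay system = NS3 helicase fragment of HCV | buffer or medium = MOPS pH 6.5, MgCl2, DTT, Tween20, BSA | timing = 60 min unwinding reaction at 25 °C after ATP addition | signal = Cy5 beacon fluorescence read at start and 1 h | read-out basis = % inhibition of unwinding | control set = low DMSO, high thioflavine S at 110 µM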
# SUMO HTRF inh: inhibitors of in vitro SUMOylation cascade, primary screen, biochemical, HTRF, uHTS. AID 2006, 2009. SUMO-conjugating enzyme UBC9 (Homo sapiens), P63279. 0.36% of 290,000 active. HTRF SUMOylation assay, SAE1/SAE2 + UBC9. inhibition, % at 35 µM; in the data active = inhibition above about 50%, passing the limit was not always enough; note: strong numbers were not always called active
# Target sequence (P63279 whole entry, looked up): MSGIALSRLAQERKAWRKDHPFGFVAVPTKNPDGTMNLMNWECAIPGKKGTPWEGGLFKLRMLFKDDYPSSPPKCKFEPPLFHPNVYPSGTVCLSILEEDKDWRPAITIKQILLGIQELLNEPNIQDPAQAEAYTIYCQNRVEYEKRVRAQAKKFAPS
# IDE act: human IDE activators in live cells, primary screen, fluorescence polarization, HEK cells, FAbeta-B substrate; activation, % at 5.96 µM; 0.073% of 340,000 active; FAbeta-B cleavage; 0% vehicle, 100% cell-free pure enzyme wells; Insulin-degrading enzyme (Homo sapiens), P14735;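 active = activation above the mean of all tested compounds plus 3 SD, set per screening campaign, cut at about 17% in these data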
# VIM-2 inhibitor: VIM-2 metallo-beta-lactamase inhibitors, primary screen, biochemical, epi-absorbance readout, Pseudomonas aeruginosa enzyme. 0.89% of 290,000 active. inhibition, % at 5.6 µM. purified VIM-2, nitrocefin hydrolysis, epi-absorbance fluorescence. AID 1527, 2009;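 active = inhibition above the mean of all tested compounds plus 3 SD, cutoff set per screening run, cut at about 7.5% in these data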;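 note: red hydrolysis product quenches plate fluorescence so inhibitors raise well fluorescence; 0% = enzyme with DMSO and 100% = DMSO without enzyme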
# The depositor's hits bear a star; nt = not tested or not shown; [ ] = dose if it differs, or a comment. An excerpt; the hit share may differ from the screen's.
(1) CCN(C(=O)COC(=O)c1cc(=O)[nH]c2ccccc12)C1CCS(=O)(=O)C1 (stereo not given)
(2) Cc1ccc(C)c(-n2c(C)cc(/C=N/NC(=O)c3c(C)nc4cc(C)ccn34)c2C)c1
(3) COc1ccc(Cl)cc1NS(=O)(=O)c1ccc(S(=O)(=O)N2CCCC2)cc1
(4) CC1=CC(C)(C)N2C(=O)C(=O)c3cc(OC(=O)c4ccco4)cc1c32
(5) CC(C)CNS(=O)(=O)c1ccc(OCC(=O)Nc2ccc3c(c2)OCO3)c(Cl)c1
(6) Cn1c(=O)c2c(nc(CN3CCN(Cc4ccccc4)CC3)n2Cc2ccc(Cl)cc2)n(C)c1=O
Screen / compound no.	1	2	3	4	5	6
PHOSPHO1 block	10	5	-5	10	10	11
MEKK3 PB1 HTS	37*[inhibitor]	104	89	83	104	111
IMP-1 inh	0.5	-4.1	-1.8	0.0	-3.5	-2.0
pCIP destab	-13	1	0	-6	-8	-4
FID counter	-8	-21	-12	-17	-15	5
HCV NS3 hel inh	-1	-2	-31	7	4	-30
SUMO HTRF inh	4	-13	1	-32	-4	-6
IDE act	5	-9	-2	nt	5	2
VIM-2 inhibitor	-0.8	-2.2	-4.7	1.8	0.1	-1.6

(7) CCN1CCN(CCCNC(=O)c2ccc(CS(=O)c3ccc(Br)cc3)o2)CC1 (stereo not given)
(8) COc1ccc(NC(=O)CC2Sc3ncnn3C2=O)cc1 (stereo not given)
(9) Cc1cc(C)cc(NS(=O)(=O)c2cccs2)c1
(10) COc1ccc(/C=C/C(=O)NCc2ccccn2)cc1OC
(11) Clc1ccc(CNCCCSc2ncccn2)cc1Cl
(12) COc1ccc(Cl)cc1NC(=O)COc1ccc(S(=O)(=O)N2CCOCC2)cc1C
Screen / compound no.	7	8	9	10	11	12
PHOSPHO1 block	26	-17	11	43	29	26
MEKK3 PB1 HTS	98	103	103	101	106	97
IMP-1 inh	-2.7	-2.0	-4.4	1.2	-4.1	-3.3
pCIP destab	0	-3	15	-2	-8	-5
FID counter	8	-9	-8	-8	13	-8
HCV NS3 hel inh	2	2	5	11	-11	16
SUMO HTRF inh	-9	15	-3	14	-5	6
IDE act	-2	-11	3	4	8	-3
VIM-2 inhibitor	-4.5	-2.8	-3.6	-2.6	-0.6	-1.2

# Entries by screen from above.
# HCV NS3 hel inh for entries 7–12, in order: 2, 2, 5, 11, -11, 16
# FID counter for entries 7–12, in order: 8, -9, -8, -8, 13, -8

# (listing goes on)
(13) Cc1ccc2oc(=O)n(Cc3ccccc3OC(C)C)c2c1
(14) OCC(O)/C=N/Nc1nc(N2CCCCC2)nc(N2CCCCC2)n1 (stereo not given)
(15) O=C(NCc1ccccc1Cl)C1CCN(S(=O)(=O)c2ccc(-n3cnnn3)cc2)CC1
(16) CCCOc1ccc(N2C(=O)CC(N3CCN(c4ccccc4OC)CC3)C2=O)cc1 (stereo not given)
(17) O=c1c2sccc2n(Cc2cc(=O)n3ccccc3n2)c(=O)n1-c1ccccc1
(18) Cc1ccc(NC(=O)c2c(-c3c(F)cccc3Cl)noc2C)cc1F
Screen / compound no.	13	14	15	16	17	18
PHOSPHO1 block	-40	-18	24	-9	-18	3
MEKK3 PB1 HTS	98	102	99	102	93	107
IMP-1 inh	3.2	-1.1	-4.0	-1.2	-3.8	41*
pCIP destab	-18	4	2	3	7	-2
FID counter	-8	-22	-21	-39	-4	0
HCV NS3 hel inh	-2	-13	11	-6	-6	1
SUMO HTRF inh	0	8	-4	-1	7	8
IDE act	-2	4	8	-5	-3	5
VIM-2 inhibitor	-0.9	-3.1	-4.0	-3.6	-1.8	6.6

(19) COc1ccccc1N1C(=O)C2CCC(c3ccccc3)CC2C1=O (stereo not given)
(20) Cc1[nH]c2ccccc2c1SCc1nnc(SCc2ccccc2)n1C
(21) CCN(CC)C(=O)C1CCCN(Cc2ccccc2)C1 (stereo not given)
(22) Cc1nc(-c2ccc(S(=O)(=O)Nc3ccc(S(N)(=O)=O)cc3)cc2)co1
(23) CC(=O)c1cc2c(cc1NC(=O)c1ccco1)OCCO2
(24) COc1ccc(S(=O)(=O)N2CCOC2CNC(=O)C(=O)NCc2ccncc2)cc1OC (stereo not given)
Screen / compound no.	19	20	21	22	23	24
PHOSPHO1 block	7	46	-16	27	-1	43
MEKK3 PB1 HTS	105	107	106	100	94	96
IMP-1 inh	-2.1	-2.1	-3.7	-2.0	-1.3	-2.7
pCIP destab	8	-11	-2	7	-3	10
FID counter	-13	-28	5	-12	-1	-2
HCV NS3 hel inh	1	-10	-1	12	3	-1
SUMO HTRF inh	6	-7	14	-7	24	10
IDE act	3	5	0	5	1	4
VIM-2 inhibitor	-5.4	-3.1	-7.5	-0.3	-3.1	-3.2

(25) O=C(c1ccc2c(c1)OCO2)N1CCN(c2ccccc2)CC1
(26) O=C(C1CC1)N(CCN(C(=O)C1CC1)c1ccccc1)c1ccccc1
(27) CC(C)COc1ccc(C(=O)Nc2sc3c(c2C(=O)O)CC(C)(C)OC3)cc1
(28) COCCCn1c(=N)c(C(=O)NC2CCCCC2)cc2c(=O)n3ccccc3nc21
(29) COc1cccc(/C=N/Nc2cc(Cl)nc(C)n2)c1O
(30) CC(=O)Nc1ccc(-c2nnc(SCC(=O)c3ccc4c(c3)Cc3ccccc3-4)n2C)cc1
Screen / compound no.	25	26	27	28	29	30
PHOSPHO1 block	6	-21	-1	-13	-15	33
MEKK3 PB1 HTS	100	100	99	83	86	100
IMP-1 inh	-3.6	-0.1	-1.2	-3.2	-3.1	-1.9
pCIP destab	3	-19	-11	8	-2	-15
FID counter	-22	-13	-13	13	-1	-5
HCV NS3 hel inh	4	-2	11	14	1	3
SUMO HTRF inh	-1	22	-16	20	2	25
IDE act	4	3	-2	-3	7	-21
VIM-2 inhibitor	-2.4	1.1	-2.7	-0.8	-3.7	1.1

(31) CCNC(=O)NC(=O)COC(=O)CNC(=O)COc1ccccc1
(32) N=C1C(c2ccccc2)=C(O)CN1c1cccc(S(=O)(=O)NCc2ccco2)c1
(33) CCOc1ccc(C(C)=O)cc1COC(=O)C(C)N=C1NS(=O)(=O)c2ccccc21 (stereo not given)
(34) COc1cccc(N=c2oc3ccc(OC)cc3cc2-c2nc3ccccc3[nH]2)c1
(35) CCOC(=O)c1cc(NC(=O)CSCCO)ccc1Cl
(36) CCCCN=C1CC(C)(C)CC(=O)/C1=C(/O)CCC
Screen / compound no.	31	32	33	34	35	36
PHOSPHO1 block	35	-51	6	7	7	36
MEKK3 PB1 HTS	105	99	101	102	104	85
IMP-1 inh	-1.4	-4.1	-2.0	-3.0	-3.0	-0.9
pCIP destab	13	-8	-15	-6	10	-6
FID counter	-3	-2	-18	-6	-2	-21
HCV NS3 hel inh	-19	-26	-2	13	-4	12
SUMO HTRF inh	-8	10	9	49	4	4
IDE act	12	7	3	2	8	-4
VIM-2 inhibitor	-0.1	-2.0	-0.3	-4.4	-1.0	0.9

(37) O=C(CCc1ccc(S(=O)(=O)N2CCOCC2)cc1)N1CCc2ccccc2C1
(38) CC(=O)Oc1ccc(N2C(=O)C3C4C=CC(CO)(O4)C3C2=O)cc1 (stereo not given)
(39) Cc1ccc(S(=O)(=O)NC(CC(C)C)C(=O)NCc2ccco2)cc1 (stereo not given)
(40) C=CCn1c(=O)c(C(=O)NCc2ccc3c(c2)OCO3)c(O)c2cc(OC)c(OC)cc21
(41) C/C(=N\NC(=O)c1cc2c(s1)CCC(C)C2)c1cccnc1 (stereo not given)
(42) CN(C(=O)c1ccccc1-c1ncc[nH]1)C1CCCN(Cc2ccccc2F)C1 (stereo not given)
Screen / compound no.	37	38	39	40	41	42
PHOSPHO1 block	-12	25	-9	39	-11	56
MEKK3 PB1 HTS	81	113	86	103	103	96
IMP-1 inh	-1.3	-2.8	0.2	-5.2	-2.6	-3.8
pCIP destab	3	-3	-5	-4	-5	-30
FID counter	-10	-3	-3	-7	-16	-12
HCV NS3 hel inh	-3	2	3	-9	1	10
SUMO HTRF inh	10	3	6	9	-11	10
IDE act	-7	-8	4	12	0	6
VIM-2 inhibitor	-2.1	-6.2	1.8	-2.2	-0.2	0.8

(43) O=C1CC[C@H](OCc2ccccc2)CCN1[C@H](CSc1ccccc1)Cc1ccccc1
(44) CNC1(C(N)=O)CCNCC1
(45) N#CC1=C(N)SC(N)=C(C#N)C1C1CC=CCC1 (stereo not given)
(46) O=C(CSc1ccc2nnc(-c3ccncc3)n2n1)Nc1nccs1
(47) Clc1cccc(Cl)c1Cn1cnc(=NCc2ccco2)c2[nH]cnc21
(48) Cc1ccc(CN2CCNC(=O)C2CC(=O)N(C)C2CCCCC2)cc1 (stereo not given)
Screen / compound no.	43	44	45	46	47	48
PHOSPHO1 block	5	-3	-34	2	17	48
MEKK3 PB1 HTS	92	102	80	82	99	101
IMP-1 inh	-0.9	1.4	-0.1	-3.2	-4.6	-1.3
pCIP destab	-5	39*	1	11	-5	-3
FID counter	-36	-4	0	2	-13	-29
HCV NS3 hel inh	6	12	4	-2	-18	-12
SUMO HTRF inh	-11	18	22	4	23	8
IDE act	-7	3	-6	0	1	3
VIM-2 inhibitor	-2.5	-1.0	-0.3	-2.1	-3.9	-0.1

# Entries of single compounds as entered above. Values in the order: PHOSPHO1 block, MEKK3 PB1 HTS, IMP-1 inh, pCIP destab, FID counter, HCV NS3 hel inh, SUMO HTRF inh, IDE act, VIM-2 inhibitor
# `N#CC1=C(N)SC(N)=C(C#N)C1C1CC=CCC1` (stereo not given) across the screens: -34, 80, -0.1, 1, 0, 4, 22, -6, -0.3
# `O=C(CSc1ccc2nnc(-c3ccncc3)n2n1)Nc1nccs1` across the screens: 2, 82, -3.2, 11, 2, -2, 4, 0, -2.1
# `CNC1(C(N)=O)CCNCC1` across the screens: -3, 102, 1.4, 39*, -4, 12, 18, 3, -1.0
# `Cc1ccc(CN2CCNC(=O)C2CC(=O)N(C)C2CCCCC2)cc1` (stereo not given) across the screens: 48, 101, -1.3, -3, -29, -12, 8, 3, -0.1

# Other entries follow:
(49) CCn1ccnc1CN1CCN(CC(C)C)C(CCO)C1 (stereo not given)
(50) COCCCC1CCN(Cc2cn[nH]c2-c2cc(OC)c(OC)c(OC)c2)CC1
(51) COC(=O)c1cc2c(-c3ccccc3)c(C)c3ccccn3c-2c1C(=O)OC
(52) Cn1cccc1Cc1nnc(SCC(=O)Nc2nc3ccccc3s2)n1CCc1ccccc1
Screen / compound no.	49	50	51	52
PHOSPHO1 block	-6	48	49	30
MEKK3 PB1 HTS	101	97	87	108
IMP-1 inh	-2.9	-1.8	-2.9	-7.5
pCIP destab	-10	2	-8	5
FID counter	2	6	0	-48
HCV NS3 hel inh	1	-8	-3	52*
SUMO HTRF inh	15	2	15	22
IDE act	-2	2	3	9
VIM-2 inhibitor	-3.1	-3.1	3.5	-5.0
